GAA glycogen – qHTS Assay for Inhibitors and Activators of Human alpha-Glucosidase Cleavage of Glycogen | recombinant GAA, glycogen substrate, Amplex Red glucose oxidase fluorescence | Potency, µM (highest dose often 76.4 µM), inactives show top-dose activity change, negative = inhibition, hits mostly inhibitors | hit rate 0.38% among 300,000;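 also: 0% = full enzyme reaction and -100% = no-enzyme basal signal; the screen sought inhibitors and activators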
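Recombinant human alpha-glucosidase (4 nM final) hydrolysed bovine liver glycogen (30 ug) for 40 min at 37 C in pH 5.0 citrate/phosphate with 0.01% Tween-20. Released glucose detected by glucose oxidase/Amplex Red, Ex 573/Em 610 nm. Compounds up to 77 uM; AC50 from Hill fits.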
Epigenetic reg – Quantitative High-Throughput Screen for Regulators of Epigenetic Control. murine LDR cells, GFP reporter derepression, 30 h. Potency, µM (highest dose often 53.9 µM), for inactives: top-dose GFP activation, usual class: activators. hit rate 0.2% among 280,000; also: % of control where 0% means no effect; nearly all actives have a fitted effect of over 60% in size
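Readout is the number of GFP-expressing murine LDR cells, counted by cytometry following washing. Cells were treated with compound for 30 h at 37 C; the stably integrated CMV-GFP locus is normally silent.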
Tau fluor counter – Counterscreen qHTS for Inhibitors of Tau Fibril Formation, Fluorescence Polarization. tau K18 P301L Alexa594 fluorescence, heparin fibrillization. Potency, µM (doses to about 57.7 µM), for the others: top-dose activity change, negative = decrease. hit rate 0.93% among 280,000. AID 1463, 2008; also: % is scaled to controls: 0 for no effect and ±100 for the full control effect; nearly all actives have a fitted effect of over 55% in size
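Human tau K18 P301L (15 uM unlabeled, 0.24 uM Alexa 594-labeled) in 100 mM sodium acetate pH 7 with 20 uM heparin, 6 hr at 37 C. ThT 30 uM added, 1 hr ambient; Alexa 594 FP and total fluorescence read at 555/632 nm.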
The depositor's hits bear a star; u = inconclusive; & = joins results of further samples; [ ] = remark or other dose. Calls follow the shape of the dose curve; as a rule, active = well fitted curve in the direction sought with a large enough effect; inconclusive = small, poorly fitted or top-dose-only effect, or another doubt; inactive = no such curve, though single readings can be large; an effect the other way counts as inactive or inconclusive. Potency is read from the fitted curve at half-maximal effect. Some of the compounds tested; the hit share may differ from the screen's.

Order of values: GAA glycogen, Epigenetic reg, Tau fluor counter
O=S(=O)(c1ccccc1)c1nc(-c2cccc(Cl)c2)oc1NCc1ccccc1
    3%[76.3 µM], -7.0%, -26%
Cc1ccc(C(=O)Nc2nnc(S(=O)(=O)N3CCCc4ccccc43)s2)cc1
    -12%[76.3 µM], 3.7%, -7%
Cc1cc(C)cc(NC(=O)C2CCN(c3nnc(-n4c(C)ccc4C)s3)CC2)c1
    -13%[76.3 µM], 2.5%, -20%
COc1ccc(N2Cc3cccc(C(=O)Nc4ccc(F)cc4)c3C2=O)cc1
    -14%[76.3 µM], 9.8%, -23%
CCc1ccc(OCC(=O)Nc2ncn[nH]2)c(Br)c1
    9%[76.3 µM], -1.1%, -1%
COc1ccc(Nc2c3c(nc4ccc(NC(=O)/C=C/c5cccc(OC)c5OC)cc24)CCCC3)cc1OC
    u, -1.3%, u
CCOC(=O)c1ccc(NC(=O)CCc2c(C)n(CC)c3cc(-c4ccccc4OC)nn3c2=O)cc1
    16%[76.3 µM], 0.0%, -6%
Cc1ccc(NC(=O)Nc2nnc(N3CCCC3)s2)cc1
    -18%[76.3 µM], -0.5%, -5%
COc1cccc(CNC(=O)c2ccc(-n3c(C)cc4c3CCCC4)cc2)c1
    -2%[76.3 µM], 1.2%, -19%
COc1ccc(CCNC(=O)c2c(O)nc3cc(C)ccn3c2=O)cc1OC
    12%[76.3 µM], 1.4%, -12%
COC(=O)c1cccc(NC(=O)c2nsc3ccccc23)c1
    -25%[76.3 µM], -0.4%, u
CCNC(=O)c1c(NC(=O)c2nc(S(=O)(=O)CC)ncc2Cl)sc2c1CCCC2
    -2%[76.3 µM], -1.9%, -27%
Cn1c(=O)n(C)c2cc(NS(=O)(=O)c3ccc(C(C)(C)C)cc3)c(NCc3ccccc3)cc21
    u, -2.8%, u
Cc1cccc(NC(=O)CN2C(=O)CCc3ccccc32)c1C
    -9%[76.3 µM], 1.4%, u
COc1ccc(OC)c(S(=O)(=O)Nc2ccc3c(c2)n(C)c(=O)n3C)c1
    -10%[76.3 µM], -2.0%, -10%
Cc1ccc(Cn2cc(/C=C(/C#N)C(=O)Nc3cccc(Cl)c3)c3ccccc32)cc1
    13%[76.3 µM], 6.4%, -18%
Cn1c(=O)n(C)c2cc(N3CCOCC3)c(NS(=O)(=O)c3ccc(Cl)cc3)cc21
    2%[76.3 µM], 0.8%, -15%
Cc1ccc(OCCn2nnc3sc4c(c3c2=O)CCC(C(C)(C)C)C4)cc1 (centres undefined)
    -14%[76.3 µM], -1.0%, -11%
O=C(COc1ccccc1)Nc1cccc(-c2cn3cccnc3n2)c1
    1%[76.3 µM], 3.6%, -22%
CC(=O)c1ccc(NC(=O)c2nc(-c3ccccc3)n(-c3ccc(Cl)cc3)n2)cc1
    5%[76.3 µM], -3.3%, -30%
COc1cccc2cc(S(=O)(=O)c3ccc(F)c(C)c3)c(=O)oc12
    -2%[76.3 µM], 0.0%, -7%
Cn1c(NCCO)nc2c1c(=O)n(Cc1cccc(F)c1)c(=O)n2C
    -8%[76.3 µM], 1.2%, -20%
Cc1ccc(C)c(Cn2c(C(C)NC(=O)c3ccc(F)cc3)nc3ccccc32)c1 (centres undefined)
    -8%[76.3 µM], -4.1%, -7%
O=C(Nc1c(O)c2ccccc2oc1=O)c1cccc(F)c1
    11%[76.3 µM], 0.7%, 0%
COc1ccc(NC(=O)c2nnn(Cc3nc(-c4cc(Br)ccc4OC)oc3C)c2C)cc1
    -8%[76.3 µM], -0.9%, -13%
O=C(c1cc(-c2ccc(Cl)cc2)on1)N(Cc1cccc(F)c1)Cc1ccco1
    9%[76.3 µM], -3.2%, -19%
COc1ccc(NC(=O)CSc2nc(-c3ccccc3)c3ccccc3n2)cc1
    10%[76.3 µM], 5.3%, -8%
O=C(c1ccc2c(c1)N(Cc1ccc(Cl)cc1)C(=O)c1ccccc1S2=O)N1CCCCC1 (centres undefined)
    16%[76.3 µM], -1.1%, -12%
O=C(NC1CCCCCC1)c1ccc(CS(=O)c2cccc(Cl)c2)o1 (centres undefined)
    -10%[76.3 µM], 1.6%, 0%
COc1ccc(NC(=O)CSc2nc(O)c(C/C=C/c3ccccc3)c(=O)[nH]2)cc1
    1%[76.3 µM], 0.0%, -12%
CCN(Cc1ccccc1)C(=O)CCS(=O)(=O)c1cc2c(cc1Cl)NC(=O)CO2
    -2%&0%[76.3 µM], 0.8%, -5%
CCC12CN3CC(C)(CN(C1)C3c1ccccc1C)C2=O (centres undefined)
    4%[76.3 µM], -0.2%, 2%
Cc1ccc(Cc2cnc(NC(=O)c3ccc4c(c3)CC(c3ccccc3)OC4=O)s2)cc1 (centres undefined)
    -4%[76.3 µM], 3.7%, -14%
CC(=O)c1cccc(NC(=O)c2ccc3c(c2)N(Cc2ccc(C)cc2)CCS3)c1
    11%[76.3 µM], -0.1%, u
CCOC(=O)c1ccc(NC(=O)CN2Cc3ccccc3C2=O)cc1
    7%[76.3 µM], -0.4%, -2%
COC(=O)c1cc(-c2ccc(C)cc2)c2c(=O)n(C)c(=O)n(C)c2n1
    11%[76.3 µM], -0.7%, 1%
COc1cccc2cc(C(=O)N3CCN(c4cc(C)ccc4C)CC3)c(=O)oc12
    -18%[76.3 µM], 1.9%, -14%
COc1cc(OC)c(NC(=O)c2cc3c(=O)oc4ccc(C)cc4c3s2)cc1Cl
    -1%[76.3 µM], 3.3%, -5%
COC(=O)c1ccccc1NC(=O)c1sc2nc(C)cc(C)c2c1NC(=O)c1ccccc1Cl
    7%[76.3 µM], u, -16%
O=C1SC(Nc2ccc(Cl)cc2)C(=O)N1Cc1ccccc1 (centres undefined)
    -17%[76.3 µM], 0.0%, u

Continuation:
smiles	GAA glycogen	Epigenetic reg	Tau fluor counter
O=C(C1CCC1)N1CCc2cc(S(=O)(=O)N3CCN(c4ccccc4)CC3)ccc21	18%[76.3 µM]	-1.3%	-21%
COc1ccc(OC)c(NC(=O)[C@H](CSCc2ccccc2)N2Cc3ccccc3C2=O)c1	-15%[76.3 µM]	1.1%	u
COc1ccccc1CNC(=O)C1CCN(Cc2nc(-c3ccc(OC)c(OC)c3)oc2C)CC1	-3%[76.3 µM]	-1.1%	-13%
COc1cc(-c2nc3nc[nH]n3c2Nc2ccc(C(C)C)cc2)ccc1O	28%[76.3 µM]	0.2%	u
Cc1cc(Br)ccc1NC(=O)c1ccc(NS(=O)(=O)c2c(C)noc2C)cc1	-21%[76.3 µM]	-0.4%	-20%
CCn1c(NCc2cccc(Cl)c2)nc2ccccc21	18%[76.3 µM]	8.1%	-15%
Cc1ccc2[nH]c(=O)c3cc(C(=O)N4CCN(c5ccccc5)CC4)sc3c2c1	2%[76.3 µM]	0.0%	-16%
Cc1ccc(C)c(NC(=O)CCCn2nc(C)c3sc4ccccc4c3c2=O)c1	-5%[76.3 µM]	3.6%	-12%
Cc1ccc(-c2nc3n(n2)C(c2ccccc2C)C=C(c2ccc(Cl)cc2)N3)cc1 (centres undefined)	-15%[76.3 µM]	-0.7%	-15%
CCOc1ccccc1N(CC)C(=O)Cn1ncc2c1-c1ccccc1OC2	9%[76.3 µM]	0.0%	-10%
CCOc1ccc2nc(N3CCCC(C(=O)NCCc4ccc(Cl)cc4)C3)sc2c1 (centres undefined)	12%[76.3 µM]	2.2%	-27%
Cc1ccc(NC(=O)CCCc2nc(-c3ccco3)no2)cc1Cl	1%[76.3 µM]	-0.8%	u
CCN1CCN(C(=O)Cn2c(-c3cccs3)cc3ccccc32)CC1	6%[76.3 µM]	-1.2%	1%
CC1=C(C(=O)Nc2ccc(Cl)cc2)C(c2ccc(C(F)(F)F)cc2)n2nnnc2N1 (centres undefined)	8%[76.3 µM]	-1.1%	u
Cc1cc(Br)ccc1NC(=O)C(Cc1ccccc1)NS(=O)(=O)c1ccc(Br)s1 (centres undefined)	13%[76.3 µM]	5.5%	-17%
Cc1ccc(CSc2ncc(Cl)c(C(=O)Nc3sc4c(c3C(N)=O)CCCC4)n2)cc1	-5%[76.3 µM]	u	-6%
CCOC(=O)c1oc2ccc(S(=O)(=O)n3nc(-c4cc(OC)cc(OC)c4)cc3N)cc2c1C	-12%[76.3 µM]	-0.3%	u
CCc1ccc(NC(=O)CCS(=O)(=O)c2ccc3c(c2)n(C)c(=O)c(=O)n3C)cc1	16%[76.3 µM]	-2.3%	-5%
COc1cccc2c1cc1c(=O)n(CC(=O)N3CCN(c4cccc(C)c4)C(C)C3)nc(C)n12 (centres undefined)	-9%[76.3 µM]	0.0%	-6%
COc1cc(NC(=O)c2cc3c(s2)-c2ccccc2OC3)cc(OC)c1OC	-13%[76.3 µM]	0.0%	6.3µM*[quencher]
CCN1CCN(C(=O)Cn2ncc3c4ccccc4n(Cc4ccccc4)c3c2=O)CC1	16%[76.3 µM]	-3.5%	1%
Cc1ccc(C(C)C)c(OCC(=O)NCC2(N3CCOCC3)CCCCC2)c1	10%[76.3 µM]	1.1%	-7%
Cc1ccc(CNC(=O)CCCn2c(=O)c3ccccc3n(Cc3ccc(Cl)cc3)c2=O)cc1	10%[76.3 µM]	16%	-8%
COc1cc(CN(C(=O)c2ccccc2F)C2CCS(=O)(=O)C2)cc(OC)c1OC (centres undefined)	14%[76.3 µM]	8.2%	-3%
COc1cc(C2c3c(-c4ccccc4O)n[nH]c3C(=O)N2CCO)ccc1OCC(C)C (centres undefined)	-5%[76.3 µM]	-1.9%	u
CCCCCOC(=O)CSc1nc2sc3c(c2c(=O)n1Cc1ccccc1)CC(C)(C)OC3	15%[76.3 µM]	-0.8%	-9%
COc1cccc(CNC(=O)Cn2c(=O)oc3cc(S(=O)(=O)N4CCC(C)CC4)ccc32)c1	0%[76.3 µM]	0.3%	-19%
CN1CCN(C(=O)Nc2cccc(Cl)c2)c2cccnc21	4.5µM*	-3.5%	-19%
N#Cc1c[nH]n2c(NC3CCCC3)c(-c3cccc(Cl)c3)nc12	16%[76.3 µM]	-3.4%	-9%
CCOc1ccc(-c2n[nH]c3c2C(c2ccccc2OC)N(c2ccc(Br)cc2)C3=O)cc1 (centres undefined)	9%[76.3 µM]	17%	-26%
COc1ccccc1-c1nnc(SCC(=O)c2ccc(F)cc2)n1-c1ccccc1	2%[76.3 µM]	0.8%	-19%
CCCCN(CC)CCCNC(=O)C1CCN(c2nc3ccc(CC)cc3s2)CC1	-12%[76.3 µM]	-2.3%	-25%
CCOc1ccc(NC(=O)c2oc3ccccc3c2NC(=O)Cc2cccc(C)c2)cc1	0%[76.3 µM]	-1.7%	u
COc1cccc(-c2ncnn2-c2sc3c(c2C#N)CCCCC3)c1OC	2%[76.3 µM]	-1.6%	-4%
COc1ccccc1N1CCN(C(=O)Cn2ncc3c(=O)oc4ccc(C)cc4c32)CC1	-16%[76.3 µM]	1.2%	-1%
O=C(Nc1cc(C(F)(F)F)ccc1Cl)c1cc(-c2ccc3c(c2)OCCO3)on1	3%[76.3 µM]	-1.6%	-19%
Cc1ccc(N(CC(=O)N2CCN(c3ccc(F)cc3)CC2)S(=O)(=O)c2c(C)noc2C)cc1	-16%[76.3 µM]	3.6%	-21%
COc1ccc(Br)cc1CNC(=O)Cn1ncn2nc(-c3cccs3)cc2c1=O	13%[76.3 µM]	-3.5%	-19%
CC(=O)N1c2ccc(S(=O)(=O)N3CCC(C(=O)Nc4cccc(Cl)c4C)CC3)cc2CC1C (centres undefined)	11%[76.3 µM]	-0.1%	-14%
CC(C)Sc1ncc(Cl)c(C(=O)Nc2ccc(S(=O)(=O)N3CCCCC3)cc2)n1	-8%[76.3 µM]	-2.6%	u

Source: PubChem (National Center for Advancing Translational Sciences (NCATS))
